Bioassay records from PubChem BioAssay.
D3 antag: antagonists of human D3 dopamine receptor | P35462 | D3R cells, DiscoveRx beta-arrestin luminescence, antagonist mode; active compounds read low | max response, negative = inhibition, % | 360,000 tested, 2.5% active; in the data active = max response below about -50%; inconclusive = no clear call, values can overlap the other calls; also: % is scaled to controls: 0 for no effect and ±100 for the full control effect; mostly tested at two doses, the higher about 12 µM
Target sequence (P35462 whole entry, looked up): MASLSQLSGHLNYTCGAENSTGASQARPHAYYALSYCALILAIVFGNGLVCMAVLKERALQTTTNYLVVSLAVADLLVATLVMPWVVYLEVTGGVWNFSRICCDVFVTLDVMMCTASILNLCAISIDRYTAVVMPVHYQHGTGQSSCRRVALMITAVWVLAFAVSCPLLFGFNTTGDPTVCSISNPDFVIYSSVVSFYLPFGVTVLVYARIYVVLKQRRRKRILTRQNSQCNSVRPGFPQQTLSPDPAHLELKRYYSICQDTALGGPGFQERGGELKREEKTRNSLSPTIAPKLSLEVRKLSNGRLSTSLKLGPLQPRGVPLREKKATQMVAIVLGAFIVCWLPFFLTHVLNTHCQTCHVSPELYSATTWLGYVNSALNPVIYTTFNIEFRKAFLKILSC
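Cells expressing the human receptor were seeded at 1500 cells/well, incubated overnight at 37 degrees C in 5% CO2, then exposed to library compounds with dopamine controls for 90 minutes at 37 degrees C before luminescent detection.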
GLP1R ag: agonists of human GLP-1 receptor; P43220; HEK293 GLP-1R CRE-luciferase, luminescence, 4-6 h; cells express a hypersensitive GLP-1R form; Potency, µM (doses to about 45.6 µM), for the others: at the highest dose activation, most hits filed as activators; 380,000 tested, 0.007% active; AID 624172; also: potency is read from the fitted curve at half-maximal effect; % of control where 0% means no effect
Target sequence (P43220 whole entry, looked up): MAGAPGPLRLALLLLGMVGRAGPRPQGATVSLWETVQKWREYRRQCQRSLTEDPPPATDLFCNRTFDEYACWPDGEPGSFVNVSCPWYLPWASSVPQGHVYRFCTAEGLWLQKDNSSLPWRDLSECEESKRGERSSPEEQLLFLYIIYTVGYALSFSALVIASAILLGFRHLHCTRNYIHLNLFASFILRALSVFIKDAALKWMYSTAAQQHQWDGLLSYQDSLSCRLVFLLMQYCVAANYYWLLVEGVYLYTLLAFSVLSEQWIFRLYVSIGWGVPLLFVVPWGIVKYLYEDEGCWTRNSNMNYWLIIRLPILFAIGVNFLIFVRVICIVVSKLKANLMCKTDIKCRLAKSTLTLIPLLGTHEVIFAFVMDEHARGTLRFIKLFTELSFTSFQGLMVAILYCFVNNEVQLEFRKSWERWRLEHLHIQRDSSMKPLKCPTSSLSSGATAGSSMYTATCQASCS
TDP-43 yeast inh: rescues yeast growth from TDP-43 toxicity | AID 652104 | TDP-43 expressing yeast growth rescue, BacTiter-Glo, 24 h | 410,000 tested, 1.8% active | Potency, µM (highest dose often 46.1 µM), for the others: at the highest dose growth rescue (activation), hits mostly activators; also: potency is read from the fitted curve at half-maximal effect; % of control where 0% means no effect; nearly all actives have a fitted effect of over 50% in size
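In this qHTS, compounds that restore growth of yeast expressing TDP-43 appear as activators. Cells (OD600=0.02, galactose medium, raffinose-pregrown) are incubated with compound 24 hr at 30 deg C and growth is quantified by BacTiter-Glo.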
D3 ag: activates the human D3 dopamine receptor; P35462; D3R DiscoveRx beta-arrestin cells, luminescence, 90 min; max activation, %; 410,000 tested, 0.58% active; AID 652048; in the data active = max activation above about 30%; also: 0% is about no effect; mostly tested at two doses, the higher about 12 µM
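Cells at 1500/well, incubated overnight, then treated with pinned compounds (dopamine as control) for 90 min at 37 degrees C. DiscoveRx reagent added for 30 - 60 minutes at room temperature; luminescence read.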
KB-V1 cytotox: KB-V1 MDR subline cytotoxicity. Potency, µM (doses to about 46.1 µM), inactives show at the top dose activity change, negative = cytotoxicity, hits mostly cytotoxic. 400,000 tested, 3.4% active. KB-V1 MDR cells viability, CellTiter-Glo, 72 h; also: potency is read from the fitted curve at half-maximal effect; % is scaled to controls: 0 for no effect and ±100 for the full control effect; nearly all actives have a fitted effect of over 60% in size
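KB-V1 cells (P-gp-expressing MDR subline of KB-3-1) in phenol-red-free DMEM with 10% FBS were exposed to library compounds over a concentration series for 72 h at 37 degrees C. Viability read by CellTiter-Glo luminescence; concentration-effect curves fitted after normalization.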
GLP-1R inv ag: inverse agonists of human GLP-1 receptor. HEK293 GLP-1R CRE-luciferase, luminescence, 24 h; GLP-1R form is constitutively active. Potency, µM (titrated, usually from 38.3 µM), without a hit: at the highest dose activity change, negative = inhibition, actives largely listed as inhibitors. 410,000 tested, 1.6% active. AID 624417; also: potency is read from the fitted curve at half-maximal effect; % is scaled to controls: 0 for no effect and ±100 for the full control effect; nearly all actives have a fitted effect of over 55% in size
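Luminescence readout: a drop in cAMP-driven luciferase signal flags inverse agonism at a constitutively active GLP-1R stably expressed in HEK293. Compound exposure lasted 24 hr at 37 deg C, 5% CO2.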
GLP1R cytotox: cytotoxicity in counter-screen for GLP-1R inverse agonists | Potency, µM (titrated, usually from 38.3 µM), for inactives: top-dose activity change, negative = inhibition, usual class: inhibitors | HEK293 cAMP-luciferase reporter cells, luminescence, 24 h | 410,000 tested, 0.13% active;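 also: loss of luciferase light is scored as toxicity; potency is read from the fitted curve at half-maximal effect; % is scaled to controls: 0 for no effect and ±100 for the full control effect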
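Here, cytotoxicity is scored as loss of luminescence. The MLSMR collection was tested on cells seeded in medium containing 10% Nu serum, with a 24 hr compound exposure preceded by 12 hours of culture.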
PTHR1 ag: agonists of human PTHR1 parathyroid hormone receptor; HEK293 GP2 PTHR1 cells, GloSensor cAMP luminescence, 1 h; Potency, µM (titrated, usually from 115 µM), for inactives: at the highest dose activation, usual class: activators; AID 743266; Q03431; 410,000 tested, 0.075% active; also: potency is read from the fitted curve at half-maximal effect; nearly all actives have a fitted effect of over 55% in size; some results filed as inactive show a strong effect at the top dose; inactives centre near -15; many of its hits are not listed in these tables
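HEK-293-derived GP2 cells expressing PTHR1 and a GloSensor cAMP reporter, 3,000/well, plated overnight, given luciferin plus IBMX (each 0.5 mM as added) for 1 h at 37 °C, then compound for 1 h at 37 °C. Luminescence was read after 15 min at room temperature.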
aSyn rescue: alpha-synuclein toxicity inhibition in yeast; Yeast expressing alpha-synuclein, growth rescue, BacTiter-Glo, 24 h; Potency, µM (series often up to 46.1 µM), for the others: at the top dose growth rescue (activation), usual class: activators; 370,000 tested, 0.14% active; also: potency is read from the fitted curve at half-maximal effect; % of control where 0% means no effect; nearly all actives have a fitted effect of over 65% in size
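Screening used galactose-induced yeast with toxic alpha-synuclein levels, exposed to compound for 24 hr at 30 deg C. Cell growth, read with BacTiter-Glo luminescence, gave the measured signal.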
Starred values were filed as active, the others as inactive; i = inactive; ? = inconclusive; nt = not tested or not shown; & = joins results of further samples; [ ] = remark or other dose. Unless noted, calls follow the shape of the dose curve; as a rule, active = well fitted curve in the direction sought with a large enough effect; inconclusive = small, poorly fitted or top-dose-only effect, or another doubt; inactive = no such curve, though single readings can be large; an effect the other way counts as inactive or inconclusive. These rows are one share of the data (hit frequency here may not be typical).

SMILES	D3 antag	GLP1R ag	TDP-43 yeast inh	D3 ag	KB-V1 cytotox	GLP-1R inv ag	GLP1R cytotox	PTHR1 ag	aSyn rescue
O=c1c2c(nc3nc(Cc4ccccc4)[nH]n13)CCC2	-29	-5%	0%	-1	-14%	14%	-8%	?	0%
CCOc1ccc(NS(=O)(=O)c2ccc3[nH]cc(C(=O)N4CCCC4)c(=O)c3c2)cc1	nt	nt	16%	-2	13%	7%	9%	26%	nt
O=C(Nc1cccc(NC(=O)c2ccc([N+](=O)[O-])o2)c1)c1ccco1	-8	0%	-6%	1	?	98%[activator]	-18%	i	5%
O=C(Nc1ccc(NC(=O)c2ccco2)nc1)c1cccc(F)c1	-10	6%	0%	0	-19%	2%	-2%	-18%	-12%
Cc1cc(C)cc(NC(=O)N2CCCCCCC2)c1	16	4%	0%[0.397 µM]	-8	-17%	?	-14%	26%	-8%
CC(C)c1ccc(S(=O)(=O)N2CCN(C(=O)CN3C(=O)NC4(CCCCC4)C3=O)CC2)cc1	0	-3%	16%	5	8%	8%	4%	-7%	-1%
COC(=O)c1sccc1NC(=O)CSc1ccccc1NS(=O)(=O)c1ccccc1Cl	-28	9%	0%	6	-15%	?	-2%	?	1%
CCN1CCCC1CNC(=O)c1cc(OC)c(OC)c(OC)c1 (stereo unspecified)	-61*	-1%	5%	-1	8%	-6%	5%	i	4%
Cn1nnnc1NCc1ccccc1F	-5	6%	16%	1	19%	3%	5%	i	1%
COc1ccc(C(=O)C[n+]2ccc(N(C)C)cc2)cc1	4	0%	-5%	-8	21%	-16%	-8%	i	0%
O=C(Cn1cnc2c(OCc3ccccc3)ncnc21)NCc1ccc2[nH]ccc2c1	28	3%	5%	5	34%	9%	-28%	-10%	2%
COc1ccc(C(=O)c2[nH]c(N)c(C(N)=O)c2-c2ccc(OC)c(OC)c2)cc1	14	10%	15%	7	2%	14%	-5%	i	-3%
CC(=O)N1c2ccc(S(=O)(=O)N3CCC(C(=O)NC4CCC(C)CC4)CC3)cc2CC1C (stereo unspecified)	2	6%	4%	30*	18%	20%	-2%	-1%	0%
CCCCCCCCCCS(=O)(=O)N/N=C/c1ccc(O)cc1	-20	18%	14µM*	-5	-8%	?	-17%	-17%	?
Cc1ccc(S(=O)(=O)N2CCCC2)cc1C(=O)Nc1ccc(-n2cnnn2)cc1	-12	10%	28%	21	0%	-24%	2%	-9%	11%
Cc1nc(N2CCN(S(=O)(=O)c3ccccc3)CC2)c2cc(-c3ccccc3)sc2n1	?	0%	-11%	-9	9%	19%	-3%	i	-12%
COc1cc(NC(=O)c2onc(C)c2Cl)cc(OC)c1OC	0	-2%	11%	2	-10%	42%[activator]	-27%	i	9%
O=C(N/N=C\C=C\c1ccc([N+](=O)[O-])o1)c1cccs1	-25	10%	8%	-6	-14%	323%[activator]	-31%	-13%	7%
O=C(Cn1c(=O)n(Cc2ccco2)c(=O)c2ccccc21)Nc1ccc(Cl)cc1Cl	nt	-1%	0%	-4	7%	4%	2%	-6%	nt
Nc1nnn(Cc2ccccc2)n1	38	3%	-16%	0	13%	0%	-1%	23%[57.5 µM]	2%
CN(C)N=Nc1ccc(-c2cn(Cc3ccccc3)cn2)cc1	0	-2%	-13%	13	?	-30%	-10%	18%	-23%
CCOC(=O)CC(NC(=O)c1ccc(C)cc1)c1ccc(C)cc1 (stereo unspecified)	3	9%	6%	-2	-19%	?	?	-4%	-4%
O=C(NCc1cccs1)c1ccc2c(=O)n3nc(Nc4ccccc4)sc3nc2c1	nt	nt	4%	3	nt	?	-17%	i	nt
COc1ccccc1CNC(=O)CCn1c(=O)c2ccccc2n(CC(=O)Nc2ccc(C)cc2Cl)c1=O	nt	0%	-20%	-16	-18%	15%	3%	-12%	nt
CCOC(=O)C1CCCN(S(=O)(=O)c2cc(Br)cc3c2N(C(C)=O)CC3)C1 (stereo unspecified)	-3	24%	-19%&9%	-10&8	?	12%&1%	9%&5%	-75%[inhibitor]	-7%
Next compounds follow.
SMILES	D3 antag	GLP1R ag	TDP-43 yeast inh	D3 ag	KB-V1 cytotox	GLP-1R inv ag	GLP1R cytotox	PTHR1 ag	aSyn rescue
CC(=O)Nc1ccc(NC(=O)COc2cc(C)cc3oc(=O)cc(C)c23)cc1	9	-3%	20%	5	26%	13%	-6%	i	1%
CCn1c2ccccc2c2cc(/C=N/NC(=O)c3cccc(C)c3)ccc21	-27	-8%	?	-6	5.8µM*	?	?	i	0%
COc1ccc(CNC(=O)C2CC=CCC2C(=O)O)cc1OC (stereo unspecified)	18	0%	19%	-2	?	6%	7%	i	0%
COc1cc(C2C(C#N)=C(C)NC3=C2C(=O)CC(C)(C)C3)ccc1O (stereo unspecified)	-5	1%	12%	4	17%	-2%	-14%	i	-6%
COC(=O)CSc1nc2ccccc2n1CC(=O)N(C(C)C)C(C)C	-17	6%	-6%	6	?	2%	-9%	-5%[57.5 µM]	5%
COc1cc(OC)c(NC(=O)NCc2ccc3c(c2)CCN3C(C)=O)cc1Cl	nt	nt	0%	8	nt	9%	2%	i	nt
COC(=O)CSc1nc2ccccc2nc1SCC(=O)OC	15	1%	-11%	13	0%	4%	2%	-1%[57.5 µM]	8%
COc1ccc(N2CCN(C(=O)c3cn(C)c4ccc(S(=O)(=O)N5CCOCC5)cc4c3=O)CC2)cc1	9	-8%	20%&22%	17&-1	31%&7%	21%&-3%	-29%&5%	-18%	-2%
Cc1ccn2cc(C(=O)N3CCN(c4cnn(-c5ccccc5)c(=O)c4Cl)CC3)nc2c1	3	-4%	8%	1	0%	4%	-13%	-39%[inhibitor]	2%
O=C1CN(C(=O)COC(=O)CCc2ccccc2)c2ccccc2N1	10	-3%	16%	-5	22%	-1%	-6%	-7%	1%
CCOC(=O)c1ccc(NC(=O)CC(C)n2nc(C)cc2C)cc1 (stereo unspecified)	nt	nt	12%	1	-19%	-24%	0%	-15%	nt
Cc1ccc(NC(=O)Cc2ccc(F)cc2)cc1	9	-1%	-13%	-6	6%	0%	5%	i	-1%
COCCCN1C(=O)c2[nH]nc(-c3ccccc3O)c2C1c1cccc(Cl)c1 (stereo unspecified)	-15	8%	0%	0	21µM*	0%	?	-25%	5%
Cc1cc(S(=O)(=O)c2ccc([N+](=O)[O-])cn2)ccc1Br	-73*	0%	1µM*	-47	?	-34%	?	-36%[inhibitor]	-22%
CC1CC(C)CN(C(=O)c2ccc(C#N)cc2)C1 (stereo unspecified)	-6	-1%	-3%	-7	?	1%	4%	-19%	-1%
Cc1ccc(-c2c(C(=O)O)c3ccccc3[nH]c2=O)cc1	4	-1%	16%	5	?	5%	8%	i	-1%
O=C(CSc1nc2scc(-c3ccccc3)c2c(=O)[nH]1)N1CCCCC1	11	0%	-9%	10	-1%	-27%	-1%	-14%	1%
COc1ccc(CCNC(=O)c2ccc(CNc3c(N4CCOCC4)c(=O)c3=O)cc2)cc1OC	-14	-12%	7%	-2	12%	7%	37%[activator]	i	0%
COC(=O)c1ccc(NC(=O)CSCC(=O)OCC(=O)c2ccc(Br)cc2)cc1	0	-1%	0%	2	19%	3%	3%	i	4%
COC(=O)Cn1c(=NC(=O)c2ccc(Cl)s2)sc2cc(F)ccc21	0	0%	-13%	-1	-2%	35%[activator]	67%[activator]	18%	0%
CCCCc1n[nH]c2c1/C(=N/OCC)CC(C)(C)C2	-11	10%	-15%	-2	?	?	-3%	i	17%
C=CCSc1nnc(NC(=O)c2cccc(S(=O)(=O)N3CCOCC3)c2)s1	18	-8%	-11%	-2	-2%	5%	-7%	17%[57.5 µM]	1%
C[C@H](NC(=O)[C@@H]1CSC2c3ccccc3C(=O)N21)C(=O)NC1CCCCC1 (stereo partly specified)	-8	-4%	-16%	-5	17%	7%	-4%	-29%	-5%
O=C(O)/C=C/c1cccc(NC(=O)c2ccccc2)c1	-8	0%	0%	-16	-6%	6%	12%	i	-7%
COc1cccc(CN2CC(C(=O)NCCOc3ccccc3)CCC2=O)c1 (stereo unspecified)	1	-3%	3%	-5	2%	8%	1%	i	1%
Later entries.
SMILES	D3 antag	GLP1R ag	TDP-43 yeast inh	D3 ag	KB-V1 cytotox	GLP-1R inv ag	GLP1R cytotox	PTHR1 ag	aSyn rescue
CCOC(=O)C1CCN(C(=O)CSc2ccccc2)CC1	-7	-9%	8%	9	17%	23%	-21%	-26%	-1%
COc1ccccc1N1CCN(Cc2nc(N)nc(Nc3ccccc3)n2)CC1	-71*	11%	19%	-9	-27%	-1%	8%	-33%[inhibitor]	-5%
c1ccc(-n2ncc3c(N4CCCCC4)ncnc32)cc1	-24	-5%	6%	3	0%	4µM*	4%	-92%	-11%
NS(=O)(=O)c1ccc(CCNC(=O)COC(=O)CCc2ccccc2)cc1	20	10%	-20%[0.397 µM]	3	28%	99%[activator]	19%	-7%	-12%
CCN(CC)S(=O)(=O)c1ccc2c(c1)c(=O)c(C(=O)N1CCN(c3ccccc3)CC1)cn2C	-13	2%	16%	19	?	2%	5%	-9%[57.5 µM]	-1%
CCCCOC(=O)c1sc2nc(C)cc(C)c2c1N	10	?	?	17	-8%	5%	14%	i	-4%
O=S(=O)(NCCSc1nnnn1-c1ccccc1)c1cccs1	2	27%	25%	-4	16µM*	-1%	-1%	-17%	6%
CCC1=NN(C(=O)C(=O)Nc2ccccc2OC)C(O)(C(F)(F)F)C1 (stereo unspecified)	21	12%	-1%	-21	-2%	-6%	?	-9%[57.5 µM]	-2%
Cc1ccc(S(=O)(=O)c2cn(Cc3ccccc3)c3cc(N4CCCC4)c(F)cc3c2=O)c(C)c1	nt	nt	3%	-15	-14%	1%	0%	-25%	nt
